NCI-60 one-dose screen, 48 h, at 10 µM unless noted. Numbers give growth in % (100 = growth as untreated, 0 = no growth, -100 = all killed).
RPMI-8226 = RPMI-8226 leukemia cells; 77,000 tested, 7.5% active
EKVX = EKVX NSCLC | 71,000 tested, 3% active
SR = SR leukemia cells | 73,000 tested, 8.7% active
CCRF-CEM = CCRF-CEM leukemia; 77,000 tested, 7% active; AID 1794778
K-562 = K-562 leukemia; 78,000 tested, 7.4% active; AID 1794777
MOLT-4 = MOLT-4 leukemia cells; AID 1794779; 80,000 tested, 6.9% active
HOP-62 = HOP-62 NSCLC; 80,000 tested, 3.9% active
HOP-92 = HOP-92 NSCLC cells; 71,000 tested, 6.3% active
An asterisk follows results filed as active; . = not tested or not shown; & = joins results of further samples; [ ] = dose if it differs, or a comment. The calls were made as follows: active = growth percent below 10; inactive = the rest.

SMILES	RPMI-8226	EKVX	SR	CCRF-CEM	K-562	MOLT-4	HOP-62	HOP-92
CNC1=C([N+](=O)[O-])C(c2cc3cc(OC)ccc3nc2Cl)C(C#N)=C(c2cccs2)O1 (stereo unspecified)	102	96	77	102	51	91	88	81
C=C1c2nc3ccccc3n2C=C(c2cccc(OC)c2)N1Cc1ccc(Cl)cc1	90	92	95	103	130	94	117	89
COc1ccc(C2N(c3ccc(Br)cc3)N=C(C(C)=O)N2[C@H]2[C@H](OC(C)=O)O[C@H](COC(C)=O)[C@@H](OC(C)=O)[C@@H]2OC(C)=O)cc1 (stereo partly specified)	41	59	76	79	65	55	92	79
O=c1[nH]c2ccccc2cc1-c1nnc(COc2ccccc2)o1	100	.	93	95	74	85	91	96
O=C1NC(=S)NC1Cn1cnc2ccccc21 (stereo unspecified)	103	103	.	102	107	97	96	105
CC1CN(c2c(F)c(N)c3c(=O)c(C(=O)O)cn(C4CC4)c3c2F)C[C@H](C)N1 (stereo partly specified)	107	117	97	104	.	58	.	92
Nc1ccc2c(c1)C(=O)c1cc(Cl)c(Cl)cc1-2	.	74	82	83	87	77	94	72
CN(C)Cc1cc(C(C)(C)CC(C)(C)C)ccc1O	96	98	88	100	108	86	92	77
C[S+](C)CC(=O)c1ccccc1	105	98	109	106	108	117	102	83
C#CC[C@H](N)C(=O)O	106[20 µM]	106[20 µM]	.	99[20 µM]	97[20 µM]	102[20 µM]	94[20 µM]	87[20 µM]
CC1=Cc2cc(Cl)ccc2OC12C=Cc1cc(Cl)ccc1O2 (stereo unspecified)	101	99	95	102	95	98	100	104
O=C(OC[C@@H]1CO1)c1cccc2c(=O)c3ccccc3[nH]c12	-12*	-17*	9.9*	2.8*	4.5*	1.3*	-26*	-26*
CS(=O)(=O)c1ccc(-n2cc(/C=N/O)c(-c3ccccc3)n2)cc1	71	82	30	34	65	29	90	88
COc1ccc(CNC(=O)C(=O)[C@H](Cc2ccccc2)NC(=O)c2[nH]c3ccccc3c(=O)c2C)cc1	102	96	.	110	93	98	102	117
CCOC(=O)CC(C)(C)CC(=O)C1CNC2=C(C1)C(=O)CC(C)(C)C2 (stereo unspecified)	116	.	.	.	104	108	97	.
Cc1ccc(/C=C/c2c(C(=O)/C=C/c3ccc(Cl)cc3)c(C)nc3ccccc23)cc1	-32*	18	.	4.5*	5.3*	0.9*	3.9*	0.7*
Cn1c2ccccc2c2nnc(SCCN3CCCCC3)nc21	.	88	102	107	104	107	90	91
O=C(CBr)c1ccc(O)c(C(=O)O)c1	97	92	35	93	109	108	110	117
CC12NC(=O)C(C#N)(C(C#N)=C(Cl)N1)C2(C)C (stereo unspecified)	101	.	98	140	109	114	93	116
CCOc1ccc(C(CC)Oc2ccc(C(=O)O)cc2C(F)(F)F)nc1 (stereo unspecified)	108	102	108	105	105	110	103	121
CCOC(=O)c1nnc2cc(-c3ccccc3)nn2c1C	102	84	.	109	102	114	96	88
COc1ccc(C(=S)N2CCN(c3cccc(C)c3)CC2)cc1	95	113	.	95	87	93	115	67
N#CC1(NC(=O)N(CCCl)N=O)CCCCC1	99	.	88	95	101	101	112	96
COc1cc(NCC(=O)Nc2cc(Nc3cccc(C(F)(F)F)c3)ncn2)c(Cl)c(OC)c1Cl	83	91	72	72	86	76	88	93
CS(=O)(=O)c1nccc(-c2c(-c3cccc(OS(N)(=O)=O)c3)nc3sccn23)n1	99	97	104	89	104	115	125	84

The last 4 records of the part above lead into the next:
SMILES	RPMI-8226	EKVX	SR	CCRF-CEM	K-562	MOLT-4	HOP-62	HOP-92
COc1ccc(C(=S)N2CCN(c3cccc(C)c3)CC2)cc1	95	113	.	95	87	93	115	67
N#CC1(NC(=O)N(CCCl)N=O)CCCCC1	99	.	88	95	101	101	112	96
COc1cc(NCC(=O)Nc2cc(Nc3cccc(C(F)(F)F)c3)ncn2)c(Cl)c(OC)c1Cl	83	91	72	72	86	76	88	93
CS(=O)(=O)c1nccc(-c2c(-c3cccc(OS(N)(=O)=O)c3)nc3sccn23)n1	99	97	104	89	104	115	125	84
N#C/C(=C\c1ccco1)C(=O)Nc1ncc(Cc2ccc(Cl)cc2)s1	88	89	48	75	49	95	103	76
O=C(N1CCNCC1)N(c1ccccc1)c1ccccc1	108	100	92	115	101	108	84	92
COc1ccc(-c2nn(CC(=O)N3CCc4ccccc4C3)c(N)c2C#N)cc1	99	95	107	99	99	90	99	91
N#Cc1cccc(C(F)(F)F)c1	125	106	107	108	97	112	107	103
O=C(O)c1ccccc1C(=O)Nc1ccccc1C(F)(F)F	98	.	93	93	98	104	93	111
Cc1ccnc(NC(c2ccccc2)c2ccc3cccnc3c2O)c1 (stereo unspecified)	51	34	10	16	21	18	54	68
N#Cc1c(N2CCOCC2)[nH]n(C2=Nc3ccccc3Sc3ccccc32)c1=O	98	106	94	100	118	78	104	67
CN1C(=O)N(C)C2C1N=C(SCc1ccc(Cl)cc1)N2/N=C/C=C/c1ccccc1[N+](=O)[O-] (stereo unspecified)	78	82	86	89	82	80	95	59
O=C(CSc1ccc2nnc(-c3cccc(F)c3)n2n1)Nc1ccc2c(c1)OCO2	52	.	56	33	74	62	81	-6.2*
O=C(O)CC(C(=O)O)N1C(=O)/C(=C/c2cccnc2)SC1=S (stereo unspecified)	106	96	119	107	102	104	102	108
Cc1cc(C)cc(C(=O)c2cc(Cl)ccc2OCCn2c(=O)ccn(CCOc3ccc(Cl)cc3)c2=O)c1	39	44	53	67	42	29	74	52
COc1cccc(/C=C/C(=O)c2sc(N)nc2C)c1OC	82	.	96	71	99	93	103	97
Cc1ccc(CSc2nc(Cl)c(C#N)c(-c3ccc(Cl)cc3)n2)cc1	108	104	102	113	38	117	106	81
COc1cc(-c2nc(SC(C)C)nc(Nc3cccc4ccccc34)c2C#N)cc(OC)c1OC	60	87	15	49	34	34	57	90
N#CCCCCN1C(=O)c2ccccc2C1=O	87	114	16	100	110	.	86	83
C=CC(=O)OCCCCCCCC	104	111	83	83	103	90	98	.
COc1cc2cc(NCc3ccc(OC(F)F)cc3)nc(C)c2cc1OC	43	76	53	69	34	63	59	63
Cc1c(Cc2ccccc2)c(=O)[nH]c(=O)n1C	.	92	80	103	92	86	103	.
Cc1cc(C=O)c(C)c2c1[nH]c1ccccc12	94	.	85	83	98	86	103	89
N=C(N)c1ccc(-c2ccc(-c3cc(Cl)cc(Cl)c3)o2)o1	-34*	-88*	-50*	-39*	-60*	-60*	-72*	50
COc1ccc(NC(=O)[C@@H]2CCC(=O)N2)cc1OC	97	115	82	95	84	84	97	91
Nc1nonc1-c1nc2ccccc2n1Cc1cc2c(cc1Br)OCO2	75	.	79	87	88	82	78	58
COc1ccc(C2=NNC3N=C(Cl)c4[nH]cnc4N23)cc1 (stereo unspecified)	105	93	63	.	64	87	92	109
Cc1ccc2[nH]c(=O)cc(N/N=C\c3ccc(N(C)C)cc3)c2c1	85	86	.	88	83	76	89	77
CC(=O)Nc1cccc2ccc(S(=O)(=O)O)cc12	97	92	101	93	95	90	92	75
The listing continues:
SMILES	RPMI-8226	EKVX	SR	CCRF-CEM	K-562	MOLT-4	HOP-62	HOP-92
NC(Cc1cnc2ccccc2c1)C(=O)O (stereo unspecified)	103	81	86	99	112	133	104	.
CN1C(=O)C(/C(N)=N/O)=C(N)C12CCCC2	111	97	72	85	72	77	119	100
S=c1[nH]c2ccc(Cl)cc2s1	82	92	85	100	92	102	83	82
CC(C)=C(C)C(=O)NNc1ccccc1	109	91	88	110	83	81	78	108
CN1CCN(Cc2ccc(NC(=O)c3cncc(C#Cc4cnc(N)c5ccc(F)cc45)c3)cc2C(F)(F)F)CC1	4.3*	42	-26*	-8.8*	-64*	13	7.9*	-6.9*
CCC(=O)O[C@H]1CCC[C@H]2[C@@H]3CCC4=CC(=O)CC[C@]4(C)[C@H]3CC[C@]12C	80	39	85	91	82	89	104	100
CC(C)CSc1nc(NNC(N)=S)c(C#N)c(-c2ccc(F)cc2)n1	87	87	108	103	91	101	79	112
Cc1ccc2[nH]c(=O)cc(-n3nc(C)c(C#N)c3N)c2c1	102	95	112	104	107	108	96	97
CC(O)/C=C/C=C/C(O)CC/C=C/C(=O)NCC(C)(C)O (stereo unspecified)	100	107	66	95	73	76	110	96
Nc1nc(N)c2cc(S(=O)(=O)c3ccc4ccccc4c3)ccc2n1	49	40	.	38	.	.	53	.
C#CCOC(=O)[C@@H]1CCCN1CC#C	71	86	96	82	77	61	101	.
CCC/C=C/C=N/NC(=S)Nc1cccnc1	101	101	81	85	95	93	77	98
Cc1nn(-c2ccccc2)c2nc3nc(-c4cccnc4)nc(N)c3c(-c3ccc(Cl)cc3)c12	80	.	29	.	84	69	80	66
O=S(=O)(Nc1ccc(Cl)cc1)c1ccc(-c2nnc(C3CCCCC3)o2)cc1	87	96	95	89	83	86	88	88
CC1(C)C/C(=C\c2cc(O)ccc2[N+](=O)[O-])C(=O)c2ccccc21	55	.	99	76	78	81	106	21
CCNc1ccc(Cc2ccc(NCC)c(C)c2)cc1C	54	80	.	85	65	60	102	81
CCCCCCCCCCCCCCCCCCNC(=S)N=Nc1c(O)[nH]c2ccccc12	96	.	112	92	99	101	83	73
Nc1ncnc2c1c(-c1ccc(Oc3ccccc3)cc1)nn2CC1SSCC1O (stereo unspecified)	38	4.1*	-16*	9.9*	11	-33*	57	6.1*
CC(=O)Oc1cc([N+](=O)[O-])ccc1C#N	106	99	91	100	107	96	96	107
O=[N+]([O-])c1cccc(-c2nc3ccccc3s/c2=N/O)c1	94	81	113	109	117	94	96	82
OCC1(CO)COC(c2ccccc2)OC1	105	102	100	105	96	100	110	116
O=C(CSc1nnc2n1N=C(c1ccccc1)CS2)c1ccccc1	107	97	92	96	101	76	92	87
COc1ccccc1NC(=O)OCC#CCOC(=O)Nc1ccccc1OC	72&90	96&99	61&88	92&83	57&75	72	92&102	83
O=C1CSC(c2cn(-c3ccccc3)nc2-c2cccc([N+](=O)[O-])c2)N1c1cccc(F)c1 (stereo unspecified)	108	101	83	104	92	94	97	98
COc1cccc(NC(=O)NCCNc2nccc(-c3c(-c4ccc(F)cc4)nc4sccn34)n2)c1	82	99	88	67	71	78	99	.

Copied from the list.
HOP-92, `OCC1(CO)COC(c2ccccc2)OC1` reads 116
CCRF-CEM, `CCCCCCCCCCCCCCCCCCNC(=S)N=Nc1c(O)[nH]c2ccccc12` reads 92

3 consecutive records already listed, for reference:
SMILES	RPMI-8226	EKVX	SR	CCRF-CEM	K-562	MOLT-4	HOP-62	HOP-92
NC(Cc1cnc2ccccc2c1)C(=O)O (stereo unspecified)	103	81	86	99	112	133	104	.
CN1C(=O)C(/C(N)=N/O)=C(N)C12CCCC2	111	97	72	85	72	77	119	100
S=c1[nH]c2ccc(Cl)cc2s1	82	92	85	100	92	102	83	82

Next part
SMILES	RPMI-8226	EKVX	SR	CCRF-CEM	K-562	MOLT-4	HOP-62	HOP-92
O=C(Oc1c(Cl)cc(Cl)cc1[N+](=O)[O-])Oc1c(Cl)cc(Cl)cc1[N+](=O)[O-]	99	110	97	97	98	96	104	94
NS(=O)(=O)c1ccc(Nc2nc(N/N=C/CCc3ccccc3)nc(Nc3ccccc3)n2)cc1	101	98	91	94	97	101	108	97
Clc1cccc(C2Cc3cnccc3-c3[nH]c4ccncc4c32)c1 (stereo unspecified)	14	43	37	50	24	9.3*	67	39
COc1cccc(C2CC(=O)Nc3c2cnn3Cc2ccco2)c1 (stereo unspecified)	120	.	99	109	117	127	112	97
COc1c2ccoc2c(/C=C/C=O)c2oc(-c3ccccc3)cc(=O)c12	28	.	5.3*	0.4*	24	10	60	105
CC1(C)Nc2cccc3c(N=Nc4ccc(N=Nc5ccccc5)c5ccccc45)ccc(c23)N1	97	78	107	107	123	115	93	83
C=C(C)[C@@H]1CC[C@]2(C(=O)N3CCN(C)CC3)CC[C@]3(C)[C@H](CC[C@@H]4[C@@]5(C)CC[C@H](OC(=O)c6ccccc6C(=O)O)C(C)(C)[C@@H]5CC[C@]43C)[C@@H]12	97	98	90	97	102	89	98	102
CC(=O)O[C@H]1CC[C@]2(C)[C@H]3CC[C@]4(C)[C@@H](C(C)=O)CC[C@H]4[C@@H]3C[C@@H]3O[C@@]32C1	102	60	94	94	99	90	105	.
C=CCn1c(SCC(=O)Nc2ccc(OC)cc2)nnc1-c1cc(-c2ccc(Cl)cc2)nc2ccccc12	56	55	.	69	51	55	85	72
CC(C)(C)OC(=O)CN1CCc2c(sc3ncnc(N/N=C/c4cccc(Br)c4)c23)C1	35	52	20	36	23	16	51	55
CC1(C)COC(c2ccccc2Cl)OC1	106	117	115	103	105	92	110	108
COc1ccc(-c2cc(-c3ccc(OC)c(OC)c3)nc(SCCCCCCC(=O)NO)n2)cc1	.	87	30	.	56	32	84	59
[2H]C1([2H])NC([2H])([2H])C([2H])(c2ccc(-n3cc4cccc(C(N)=O)c4n3)cc2)C([2H])([2H])C1([2H])[2H] (stereo unspecified)	88	100	59	88	90	87	94	99
Nc1c(C(=O)Nc2ccccc2Cl)sc2nc3c(cc12)C(=O)CCC3	88	.	42	19	25	87	83	.
CN(C)c1ccc(C2N(Cc3ccccc3)CCC3CCCCN32)cc1 (stereo unspecified)	98	.	100	93	102	96	106	86
O=C1Nc2cc(-c3ccc(NS(=O)(=O)c4ccc(-c5ccccc5)cc4)cc3)ccc2/C1=C/c1ccc[nH]1	21	11	-33*	32	19	28	76	16

4 entries picked at random from the list so far:
SMILES	RPMI-8226	EKVX	SR	CCRF-CEM	K-562	MOLT-4	HOP-62	HOP-92
CC(C)CSc1nc(NNC(N)=S)c(C#N)c(-c2ccc(F)cc2)n1	87	87	108	103	91	101	79	112
CN(C)Cc1cc(C(C)(C)CC(C)(C)C)ccc1O	96	98	88	100	108	86	92	77
[2H]C1([2H])NC([2H])([2H])C([2H])(c2ccc(-n3cc4cccc(C(N)=O)c4n3)cc2)C([2H])([2H])C1([2H])[2H] (stereo unspecified)	88	100	59	88	90	87	94	99
CC(=O)Oc1cc([N+](=O)[O-])ccc1C#N	106	99	91	100	107	96	96	107

Screening data from PubChem BioAssay.
